NFkB transloc pot: enhancers of NFkB p65 translocation in HUVEC – imaging, IL-1B stimulus, high-content imaging, primary screen. HUVEC IL-1B NFkB p65 nuclear translocation imaging. activation, % at 2 µM. actives 0.3% (n = 94,000);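 active = activation above 40%, about the mean plus 3 SD, also judged a hit on visual image review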;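 also: percent activation is computed from the nuclear over cytoplasmic p65 intensity ratio; values of inactives mirror those of a sister screen read the other way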
MRP reversal: reversal of MRP1-mediated doxorubicin resistance, primary screen, H69AR cells, doxorubicin co-treatment; AID 602, 2007; differential viability (reversal), % at 10 µM; H69AR cells + 2 uM doxorubicin, CellTiter-Glo, 72 h; actives 0.04% (n = 85,000);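 active = viability drop by adding the cancer drug above about 55%, with treated viability meeting a 40% cutoff, limit read from the data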;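 also: viability without doxorubicin minus viability with 2 µM doxorubicin for each compound; larger differential means the compound sensitizes cells more to doxorubicin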
PLAP inhibitors HTS: PLAP enzyme inhibitors, biochemical, luminescence, HTS (AID 690); Alkaline phosphatase, placental type (Homo sapiens); purified PLAP, luminescent substrate; higher % means a stronger effect; one-dose inhibition, % at 20 µM; IC50 in µM for titrated hits; actives 0.08% (n = 96,000); in the data active = a potency from the dose series; inactive = the rest, 99 in 100 with inhibition below about 30%; also: strong numbers were not always called active
IL1B NFkB inh: inhibitors of IL-1B driven NFkB p65 nuclear import, primary screen, imaging, HUVEC, IL-1B stimulus, high-content imaging | HUVEC IL-1B NFkB p65 nuclear translocation imaging | inhibition, % at 2 µM | actives 0.43% (n = 94,000);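 active = inhibition above about 30% together with a positive call from visual inspection of the well image, limit read from the data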;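 also: nuclear over cytoplasmic p65 intensity ratio measured by imaging; 0% = IL-1B stimulated DMSO wells and 100% = unstimulated DMSO wells; values of inactives mirror those of a sister screen read the other way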
Bcl-B displacement: displacers of TR3 peptide from Bcl-B, primary screen, selectivity assay for Bfl-1 inhibitor project, biochemical, fluorescence polarization. FP displacement of FITC-TR3 peptide from Bcl-B; higher % means a stronger effect. one-dose displacement, % at 20 µM; IC50 in µM for titrated hits. actives 0.11% (n = 96,000). AID 748, 2007. Bcl-2-like protein 10 (Homo sapiens);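 active = displacement above 50% at 20 µM plus a fluorescence interference ratio under 1.5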;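 also: plate controls were wells without compound for no effect and wells lacking Bcl-B protein for full effect; a part of the inactive calls stands beside numbers as strong as those of hits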
MRP reversal cytotoxicity: also measured in MRP reversal; calls as there; viability, %; H69AR cells, CellTiter-Glo, 72 h; measured here: cytotoxicity without doxorubicin
MRP reversal with doxorubicin: second read-out of MRP reversal, no call of its own (marks repeat the call); viability, %; measured here: viability with 2 uM doxorubicin; hits give low values
IL1B NFkB inh cell count 2 µM: further read-out of IL1B NFkB inh, marked with its call; cell count; measured here: cells passing quality filter;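 raw number of nuclei counted in each imaged well without normalization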
NFkB transloc pot cell count 2 µM: further read-out of NFkB transloc pot, marked with its call; cell count; measured here: cells passing quality filter
* = called active by the depositor; . = no result given. The list is partial (hit frequency here may not be typical).

SMILES | NFkB transloc pot | NFkB transloc pot cell count 2 µM | MRP reversal | MRP reversal cytotoxicity | MRP reversal with doxorubicin | PLAP inhibitors HTS | IL1B NFkB inh | IL1B NFkB inh cell count 2 µM | Bcl-B displacement
CC(C)OC(=S)N/C(=N\S(=O)(=O)c1ccccc1)c1ccccc1 | 5.0 | 127 | . | . | . | -14.7% | -5.0 | 127 | 1.0%
COCc1nc(-c2ccc(-c3ccc(C)cc3)nc2OC)no1 | -3.5 | 93 | -0.6 | 82.7 | 83.3 | -2.6% | 3.5 | 93 | 1.2%
CCn1c(SCc2cc(=O)[nH]c3ccccc23)nc2c1c(=O)n(C)c(=O)n2C | -10.3 | 141 | 1.8 | 84.2 | 82.5 | . | 10.3 | 141 | .
CCOC(=O)Nc1cc(C(=O)OC)cc(C(=O)OC)c1 | -9.4 | 84 | 11.9 | 92.3 | 80.3 | 3.6% | 9.4 | 84 | -0.7%
COc1ccccc1-c1nc2n(n1)C(c1cccs1)C(C(=O)Nc1cccnc1)=C(C)N2 (stereo not drawn) | 23.4 | 118 | -21.4 | 72.9 | 94.3 | 8.0% | -23.4 | 118 | -2.1%
C=CCN1N=C(c2ccc(Cl)s2)CSC1=O | -0.7 | 192 | . | . | . | -0.1% | 0.7 | 192 | -3.9%
CCN(CC)S(=O)(=O)c1ccc(C(=O)OCCN2C(=O)CCC2=O)cc1 | . | . | -19.9 | 63.9 | 83.8 | -44.8% | . | . | 7.5%
CC(C)Sc1nc(-c2ccccc2)cc(=O)[nH]1 | -11.2 | 183 | 8.6 | 101.2 | 92.6 | 1.2% | 11.2 | 183 | 4.9%
Cc1ccc(C)c(NC(=O)C2CCC(C)(C(=O)O)C2(C)C)c1 (stereo not drawn) | 3.1 | 155 | . | . | . | -0.8% | -3.1 | 155 | 0.0%
CSC1=N/C(=C\c2cccc(F)c2)C(=O)S1 | 5.7 | 193 | -23.4 | 40.9 | 64.3 | -14.3% | -5.7 | 193 | 6.4%
CCCc1cc(-c2n[nH]c(C(=O)OCC)c2-c2cscn2)c(O)cc1O | 1.7 | 179 | 7.2 | 90.5 | 83.3 | -113.9% | -1.7 | 179 | 6.8%
CCOC(=O)N1CCN(C(=O)c2ccc(CS(=O)(=O)c3ccccc3OC)o2)CC1 | 4.8 | 207 | 15.3 | 88.5 | 73.1 | -7.3% | -4.8 | 207 | -28.1%
CCOc1ccc(CNc2ccc(N3CCCC3)cc2)cc1 | 9.1 | 149 | -1.4 | 1.8 | 3.2 | -1.3% | -9.1 | 149 | 10.3%
CCC(C)(C)n1nnnc1C(c1cc2ccc(OC)cc2[nH]c1=O)N1CCN(C2CCCCC2)CC1 (stereo not drawn) | -6.4 | 177 | -9.1 | 81.0 | 90.2 | -59.9% | 6.4 | 177 | -21.1%
COCCn1c(SCC(=O)c2ccc(Cl)cc2)nnc1C(C)C | 4.8 | 108 | -6.5 | 85.8 | 92.3 | 3.8% | -4.8 | 108 | 11.9%
CCCc1cc(O)c2c(C)cc(=O)oc2c1 | 2.8 | 116 | -19.0 | 84.4 | 103.4 | . | -2.8 | 116 | .
N#Cc1ccccc1NC(=O)c1ccccc1OCC(=O)Nc1ccc2c(c1)oc1ccccc12 | -11.4 | 163 | -3.9 | 3.9 | 7.8 | . | 11.4 | 163 | .
COC(=O)c1ccc(CN(c2ccccc2OC)S(=O)(=O)c2cccs2)o1 | 11.7 | 172 | 2.7 | 94.6 | 91.9 | 16.8% | -11.7 | 172 | 0.1%
CCNc1nc(NC(C)(C)C)nc(N(CC)n2cnnc2)n1 | 8.2 | 186 | -12.1 | 78.7 | 90.8 | -10.1% | -8.2 | 186 | 5.1%
O=C(CSc1nnc(-c2ccccc2)n1-c1ccccc1)N1c2ccccc2Sc2ccccc21 | -5.8 | 117 | . | . | . | 3.3% | 5.8 | 117 | -4.4%
Oc1c(C(Nc2ccccn2)c2ccccn2)ccc2cccnc12 (stereo not drawn) | . | . | 1.6 | 6.4 | 4.7 | -199.4% | . | . | -7.0%
O=C(Nc1ccc2c(c1)nc1n2CCSC1)c1ccco1 | 17.7 | 128 | 4.1 | 78.9 | 74.8 | -18.7% | -17.7 | 128 | -5.1%
O=C(NCCc1ccc(Cl)cc1)C1CCN(S(=O)(=O)c2cccs2)CC1 | -4.2 | 146 | . | . | . | -63.0% | 4.2 | 146 | -11.7%
COc1nc(Nc2ccc(O)cc2)nc(OC(C(F)(F)F)C(F)(F)F)n1 | . | . | 6.0 | 87.1 | 81.1 | 11.1% | . | . | 1.9%
Cc1cccc(OCCCC(=O)NCc2ccco2)c1 | 4.0 | 113 | . | . | . | -10.2% | -4.0 | 113 | -15.5%
Cc1cc(N2CCC(N(C)C3CCCC3)CC2)nc2cc(O)ccc12 | . | . | -1.8 | 1.1 | 2.9 | -63.4% | . | . | 36.3%
O=C(O)C1CC=CCC1C(=O)N1CCN(c2nc(-c3ccccc3Cl)c3cc(Br)ccc3n2)CC1 (stereo not drawn) | . | . | -22.2 | 40.8 | 62.9 | -45.5% | . | . | -12.9%
CC(=O)Cn1cnc2sc(-c3ccccc3)cc2c1=O | 6.5 | 155 | -3.9 | 82.9 | 86.8 | 4.7% | -6.5 | 155 | -48.0%
N/C(=N\OC(=O)Cc1ccc(Cl)cc1)c1cccnc1 | -0.7 | 99 | . | . | . | -13.8% | 0.7 | 99 | -2.1%
COC(=O)c1cn(NC(=O)c2ccc(F)cc2)c(=O)c2ccccc12 | 12.7 | 134 | 10.6 | 100.5 | 89.9 | 0.3% | -12.7 | 134 | -0.4%
CC(Cc1ccccc1)NC(=O)CSc1nc2nc3c(cc2c(=O)n1-c1ccccc1)COC(C)(C)C3 (stereo not drawn) | -5.2 | 168 | -9.2 | 77.2 | 86.5 | -49.4% | 5.2 | 168 | -2.2%
CCOC(=O)c1nnn(-c2ccc(OC)cc2)c1N | 0.1 | 149 | 13.4 | 99.8 | 86.5 | . | -0.1 | 149 | .
Cc1ncoc1C(=O)Nc1ccccc1C(N)=O | -4.9 | 137 | -13.5 | 81.3 | 94.8 | -17.3% | 4.9 | 137 | 9.3%
CCCc1nnc(NC(=O)CSc2ncn[nH]2)s1 | 2.8 | 80 | -7.5 | 96.2 | 103.7 | -166.2% | -2.8 | 80 | -2.6%
CC(C)(C)NC(=O)C1CC(=O)OC12CCCCC2 (stereo not drawn) | 14.3 | 73 | . | . | . | 1.5% | -14.3 | 73 | -4.6%
CCC1(C)Cc2c(sc3[nH]c(=O)[nH]c(=O)c23)CS1 (stereo not drawn) | 17.9 | 105 | 8.8 | 98.0 | 89.2 | -12.0% | -17.9 | 105 | 11.4%
c1ccc(N2CCN(c3nc(-c4ccccn4)nc4ccccc34)CC2)cc1 | 5.5 | 134 | . | . | . | -43.4% | -5.5 | 134 | 30.8%
Cc1ccc(C)c(N(C(=O)Cn2nnc3ccccc32)C(C(=O)NC(C)(C)C)c2ccsc2)c1 (stereo not drawn) | -2.8 | 165 | . | . | . | 2.7% | 2.8 | 165 | -2.8%
O=C(Cn1cccc1)N1CCc2ccccc21 | -15.4 | 130 | 16.5 | 99.9 | 83.3 | -0.8% | 15.4 | 130 | -8.7%
CCC(C)(C)NC(=O)CN(Cc1cccs1)C(=O)CNS(=O)(=O)c1ccc(C)cc1 | 14.8 | 177 | -20.9 | 76.0 | 97.0 | 5.2% | -14.8 | 177 | 6.5%
CC(C)CCOCC(=O)Oc1ccccc1C(=O)O | 1.9 | 135 | 22.0 | 111.5 | 89.5 | 3.6% | -1.9 | 135 | 0.3%
CC(=O)c1cccc(NC(=O)C2CC(=O)N(c3cccc(C)c3C)C2)c1 (stereo not drawn) | -5.3 | 115 | . | . | . | -1.8% | 5.3 | 115 | 6.5%
COc1ccc(/C(N)=N/OC(=O)CSc2ccc(C)cc2)cc1 | 4.2 | 108 | 2.4 | 92.5 | 90.1 | 34.1% | -4.2 | 108 | -8.4%
CC(C)CCNC(=O)CSc1nc2ccccc2c(=O)[nH]1 | 15.9 | 167 | . | . | . | 8.9% | -15.9 | 167 | 1.9%
CC(NC(=O)C1CCCCC1)c1ccc2c(c1)OCCO2 (stereo not drawn) | 5.0 | 99 | 4.6 | 93.7 | 89.1 | -4.5% | -5.0 | 99 | -6.5%
COc1ccc(O)c(C2=Nc3ccccc3N=C(c3ccco3)C2)c1 | -3.0 | 179 | . | . | . | 15.9% | 3.0 | 179 | -2.0%
COc1ccc(CNC(=O)CN2CCC(C(=O)c3ccc(OC)cc3)CC2)cc1 | 17.4 | 70 | -7.7 | 82.5 | 90.2 | -60.8% | -17.4 | 70 | -16.8%
CCCCSc1ncc(C(=O)OCC)c(N)n1 | -1.3 | 107 | 0.3 | 86.3 | 86.0 | . | 1.3 | 107 | .
CS(=O)(=O)Nc1ccc(C(=O)NCCSC2CCCCC2)cc1 | 19.5 | 203 | 6.5 | 81.8 | 75.3 | 3.7% | -19.5 | 203 | 1.3%
COc1ccc(C(=O)NC(C)c2nnc(SCC(=O)Nc3nc(C)cs3)n2C)cc1 (stereo not drawn) | -4.8 | 144 | -1.1 | 94.5 | 95.6 | -37.0% | 4.8 | 144 | 9.7%
CC1=CC(C)(C)N2C(=O)C3(C(C#N)=C(N)Oc4cc(O)ccc43)c3c(C)c(C)cc1c32 (stereo not drawn) | -17.3 | 77 | -6.8 | 4.4 | 11.2 | -26.6% | 17.3 | 77 | 2.4%
CCOC(=O)c1[nH]c(C)c(CN(Cc2ccco2)C(=O)C(F)(F)F)c1C | 11.7 | 91 | -41.6 | 46.7 | 88.3 | -4.6% | -11.7 | 91 | -3.3%
CC(/C=C/c1ccccc1)=N/NC(=O)CNC(=O)c1ccc2c(c1)OCO2 | 4.3 | 161 | . | . | . | 8.4% | -4.3 | 161 | -6.6%
Cc1nc2c(n1C1CCCCC1)C(=O)c1ccccc1C2=O | -1.4 | 123 | . | . | . | 5.2% | 1.4 | 123 | 7.6%
CN1CCCC1CCNS(=O)(=O)c1ccc(Br)cc1 (stereo not drawn) | 13.2 | 143 | 20.0 | 95.1 | 75.2 | . | -13.2 | 143 | .
COc1cccc(N2CCN(Cc3cccnc3)CC2)c1 | . | . | 2.6 | 103.6 | 100.9 | -9.5% | . | . | 4.1%
CC(C)Oc1ccc(C(=O)N(Cc2ccco2)C2CCS(=O)(=O)C2)cc1 (stereo not drawn) | 3.2 | 163 | 10.7 | 90.7 | 80.0 | -3.1% | -3.3 | 163 | 14.7%
COCCNC(=O)c1ccc(Cl)c(Cl)c1 | 7.8 | 139 | 14.3 | 104.9 | 90.6 | 0.1% | -7.8 | 139 | -1.7%
Cc1ccc(-c2nnn(CC(=O)N(CC(=O)NCC3CCCO3)c3ccccc3)n2)o1 (stereo not drawn) | -8.0 | 95 | . | . | . | -52.4% | 8.0 | 95 | -1.8%
Cc1ccc(-c2nnc(SCC#CCOC(=O)c3ccco3)o2)cc1 | 4.8 | 63 | 12.8 | 88.2 | 75.4 | -12.8% | -4.8 | 63 | -3.8%

3 of the compounds above, with two lines to a compound:
Results follow in this order: NFkB transloc pot, NFkB transloc pot cell count 2 µM, MRP reversal, MRP reversal cytotoxicity, MRP reversal with doxorubicin, PLAP inhibitors HTS, IL1B NFkB inh, IL1B NFkB inh cell count 2 µM, Bcl-B displacement
- COCCn1c(SCC(=O)c2ccc(Cl)cc2)nnc1C(C)C
    4.8, 108, -6.5, 85.8, 92.3, 3.8%, -4.8, 108, 11.9%
- CCCc1cc(O)c2c(C)cc(=O)oc2c1
    2.8, 116, -19.0, 84.4, 103.4, ., -2.8, 116, .
- N#Cc1ccccc1NC(=O)c1ccccc1OCC(=O)Nc1ccc2c(c1)oc1ccccc12
    -11.4, 163, -3.9, 3.9, 7.8, ., 11.4, 163, .

Bioassay records (PubChem)
